Compound activity (PubChem BioAssay)
ARFGAP1 inhibitor: inhibitors of rat ARFGAP1; Q62848; Arfgap1-stimulated ARF1 GTP hydrolysis, GDP FP detection; inhibition, % at 16.5 µM; 360,000 compounds, 0.26% hits;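 active = inhibition above a per-plate limit, mean inhibition of low control wells plus 3 SD, cut at about 25% in these data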;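 also: 0% = DMSO wells with enzyme and 100% = wells lacking Arfgap1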
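Material – truncated rat Arfgap1 GAP domain · Buffer or medium – HEPES-based buffer, pH 7.5 · Reagent – human ARF1(Δ1-17)-GTP substrate · Dosing – 16.5 µM single point, 1.26% DMSO · Schedule – GTP hydrolysis reaction 2 h at 25 °C · Technique – GDP detection by fluorescence polarization · Benchmarks – No-Arfgap1 wells (100%) versus DMSO full-reaction wells (0%) · Repeats – single replicate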
ABHD4 inh: inhibitors of mouse ABHD4; 370,000 compounds, 0.54% hits; Q8VD66; inhibition, % at 8.92 µM; purified mABHD4, FP-Rh probe fluorescence polarization;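 active = inhibition exceeding the mean over every tested compound plus 3 SD, cut at about 30% in these data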;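 also: 0% = plate median of compound wells and 100% = S159A mutant with DMSO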
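Test system: mouse ABHD4 enzyme, wild type. Reagent: FP-Rh fluorescent activity-based probe, added after compound pre-incubation. Timing: pre-incubation 45 min, probe exposure 60 min, at 25 °C. Technique: FP readout, ex 525 nm / em 598 nm. Benchmarks: high control S159A mutant with DMSO, low control median of compound wells.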
HTRA1 inhibitor: inhibitors of human serine peptidase HTRA1. Q92743. recombinant HTRA1, FP-rhodamine activity-based probe, fluorescence polarization. inhibition, % at 5.96 µM. 340,000 compounds, 0.5% hits. AID 504803; in the data active = inhibition above about 36%;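 also: 0% = enzyme with DMSO and 100% = wells lacking enzyme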
ASAP1 GAP inh: inhibitors of human ASAP1 ArfGAP activity. Q9ULH1. ASAP1-stimulated ARF1 GTP hydrolysis, GDP FP detection. inhibition, % at 16.5 µM. 360,000 compounds, 0.19% hits; in the data active = inhibition above about 25%;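 also: 0% = vehicle with enzyme and substrate and 100% = no enzyme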
PG9 Ab binder: small molecules binding HIV-1 gp120 antibody PG9. TR-FRET gp120-PG9 antibody binding. AID 624416. 360,000 compounds, 0.43% hits. inhibition, % at 6.7 µM; in the data active = inhibition above about 8.5%
SMARCA2 activ: SMARCA2 function activation, primary screen; activation, % at 9.1 µM; AID 652017; 370,000 compounds, 1% hits; MG213 cells, MMTV-luciferase reporter, dexamethasone, overnight; in the data active = activation above about 7.8%;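 also: 0% = vehicle wells and 100% = reference activator wells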
NR1D1 modulator: Rev-erb alpha (human) modulation | 370,000 compounds, 0.79% hits | Rev-erbα–FITC-DNA binding, fluorescence polarization, 90 min | activity, % at 10 µM;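 active = activity above about 14%, limit read from the data; passing the limit was not always enough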;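 also: 0% = DMSO wells with 35 nM protein and 100% = DMSO wells with 750 nM protein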
GC-B act: GC-B (human) receptor activation; activation, % at 10 µM; AID 1920062; 370,000 compounds, 0.11% hits; HEK293-GC-B cells, CNP EC30, cGMP TR-FRET; 0% at EC30 CNP, 100% saturating CNP;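 active = activation at 10 µM reaching about 35% in either raw or pattern-adjusted values, limit read from the data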
Target sequence (P20594 whole entry, looked up): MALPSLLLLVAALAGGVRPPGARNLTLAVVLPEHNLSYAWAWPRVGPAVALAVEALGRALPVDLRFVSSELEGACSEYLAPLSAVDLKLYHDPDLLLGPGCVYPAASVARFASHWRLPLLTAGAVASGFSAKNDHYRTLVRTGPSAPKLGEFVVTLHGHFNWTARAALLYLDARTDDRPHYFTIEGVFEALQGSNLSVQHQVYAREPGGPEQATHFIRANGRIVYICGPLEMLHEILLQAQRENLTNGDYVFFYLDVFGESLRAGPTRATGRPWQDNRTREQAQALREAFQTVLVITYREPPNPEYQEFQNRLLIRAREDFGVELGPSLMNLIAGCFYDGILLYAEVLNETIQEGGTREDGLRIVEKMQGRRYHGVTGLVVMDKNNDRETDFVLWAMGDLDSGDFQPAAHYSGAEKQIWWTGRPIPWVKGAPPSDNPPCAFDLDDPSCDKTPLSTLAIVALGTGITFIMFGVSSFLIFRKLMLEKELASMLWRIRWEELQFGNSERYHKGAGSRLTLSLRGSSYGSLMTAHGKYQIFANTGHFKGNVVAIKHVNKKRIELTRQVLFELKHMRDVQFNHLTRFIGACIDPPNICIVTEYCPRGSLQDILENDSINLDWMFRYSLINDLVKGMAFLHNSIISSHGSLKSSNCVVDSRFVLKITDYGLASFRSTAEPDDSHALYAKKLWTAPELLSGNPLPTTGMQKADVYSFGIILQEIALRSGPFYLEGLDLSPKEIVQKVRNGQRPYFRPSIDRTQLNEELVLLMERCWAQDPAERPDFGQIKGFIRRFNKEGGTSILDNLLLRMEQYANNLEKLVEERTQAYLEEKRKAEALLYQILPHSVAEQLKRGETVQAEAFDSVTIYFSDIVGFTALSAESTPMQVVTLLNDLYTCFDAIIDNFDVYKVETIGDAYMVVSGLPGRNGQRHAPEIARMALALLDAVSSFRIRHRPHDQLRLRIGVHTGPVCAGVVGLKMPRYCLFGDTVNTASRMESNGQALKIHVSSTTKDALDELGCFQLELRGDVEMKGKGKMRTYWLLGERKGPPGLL
NPR1 activator: GC-A (human) enzyme activation; P16066; HEK293 GC-A cells, cGMP TR-FRET, EC30 ANP; 0% at EC30 ANP, 100% saturating ANP; activation, % at 10 µM; 370,000 compounds, 0.14% hits; AID 1671463; in the data active = activation above about 40%
rCAG binder: binds r(CAG) RNA repeats | r(CAG) RNA repeat, TO-PRO-1 dye displacement fluorescence | inhibition, % at 3 µM | 370,000 compounds, 1.3% hits | AID 651821;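 active = inhibition above the plate cutoff, the mean of all test compounds on that plate plus 3 SD, cut at about 35% in these data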;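 also: 0% = DMSO alone and 100% = 100 µM mitoxantrone as full dye displacement; higher means more dye released from RNA so lower well fluorescence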
An asterisk follows results filed as active; . = no result given.

SMILES	ARFGAP1 inhibitor	ABHD4 inh	HTRA1 inhibitor	ASAP1 GAP inh	PG9 Ab binder	SMARCA2 activ	NR1D1 modulator	GC-B act	NPR1 activator	rCAG binder
CN(C(=O)COc1ccc(C(C)(C)C)cc1)C1CCS(=O)(=O)C1 (centres undefined)	0.3	-0.7	1.6	-3.6	-0.9	1.7	-5.2	-0.8	2.1	-6.1
CCN(CC)CCN1C(=O)c2oc3ccccc3c(=O)c2C1c1ccc(C)cc1 (centres undefined)	-4.4	-4.8	-2.7	3.0	-0.8	1.7	2.9	-3.9	-2.1	0.6
Cc1cccc(CN2CCCC(C(=O)N3CCc4ccccc4C3)C2)c1 (centres undefined)	5.6	9.0	2.2	-4.8	2.3	-3.7	10.3	-1.9	-0.3	-11.2
O=C(NC(=S)Nc1ccc(S(=O)(=O)N2CCCCC2)cc1)c1cccs1	-2.3	1.4	-7.9	-6.8	-1.1	-3.2	0.7	3.9	-1.5	2.2
Cc1ccc2nc(CN(C)C(=O)[C@H]3O[C@@H](n4ccc(N)nc4=O)[C@H](O)[C@@H]3O)[nH]c2c1	3.4	0.0	.	4.4	-3.0	-3.2	5.1	8.3	-0.9	2.0
O=C(Cc1n[nH]c(=O)c2ccccc12)N1CCN(S(=O)(=O)c2ccc(F)c(Cl)c2)CC1	10.2	-0.1	2.2	11.0	2.1	0.2	4.2	-0.1	-2.9	5.3
COc1ccc(COC(=O)NNC(=O)c2ccccc2Cl)cc1	2.5	-1.4	-1.0	-13.2	0.4	-1.4	1.9	2.7	0.2	0.5
CC1CCC/C(=N/Nc2ccc([N+](=O)[O-])cc2[N+](=O)[O-])C1 (centres undefined)	0.9	10.6	9.0	10.3	-1.1	0.2	0.4	2.5	7.3	4.6
Cc1cccc(C)c1NC(=S)NC(=O)c1ccc(Br)o1	-7.3	-9.5	-8.8	12.3	-1.6	-5.3	-0.2	-0.9	-1.5	-4.8
COc1ccc(-c2cc(C(=O)Nc3ccc(C(N)=O)cc3)c3ccccc3n2)cc1	18.6	-34.8	-41.1	15.1	-0.8	6.2	-6.8	2.6	5.5	4.1
O=C(CCCN1C(=O)/C(=C/c2ccccc2)SC1=S)NCCCn1ccnc1	-8.0	-24.3	-7.9	-1.9	-0.5	-5.8	4.4	-3.4	-1.5	-2.3
O=C(COc1ccc2ccccc2c1)NNC(=O)[C@@H]1CCCC[C@@H]1C(=O)O	5.6	0.2	-3.8	-9.5	-1.6	0.7	1.4	6.5	-1.0	6.3
COc1ccc(Oc2ccccc2C#N)cc1	-0.1	-1.1	-3.3	-10.1	0.7	-0.4	.	.	.	-3.0
O=C(NC(NC(=S)Nc1c(Cl)cc(Cl)cc1Cl)C(Cl)(Cl)Cl)OCc1ccccc1 (centres undefined)	-2.5	-37.9	-20.1	-0.7	-0.6	-1.2	-5.0	-7.8	-4.9	4.4
CCCC1C(C#N)=C(N)Oc2cc(C)n(C)c(=O)c21 (centres undefined)	8.0	5.1	4.6	-7.2	0.2	-0.9	-0.4	4.1	3.5	0.7
COc1cc(N)c(Cl)cc1C(=O)OC(C)C(=O)Nc1cccc(S(=O)(=O)N2CCOCC2)c1 (centres undefined)	-5.9	-2.6	-12.7	-4.8	0.2	-2.5	3.2	21.7	18.5	6.8
CCn1c2ccccc2c2cc(NC(=O)C(=O)N3CCOCC3)ccc21	15.3	5.8	1.9	9.0	-0.4	4.6	4.3	-10.3	-12.2	0.6
CCOC(=O)c1cc2c(C)n(-c3ccc(OCC)cc3)c(C)c2cc(C(=O)OCC)c1=O	0.8	3.2	6.5	-13.0	-0.7	-1.9	-1.5	-1.0	4.5	2.9
O=C1CC(c2cccc(Cl)c2)CC(O)=C1C=Nc1ccccc1 (centres undefined)	-4.0	-3.1	1.7	2.0	0.9	-1.2	1.6	-6.1	-2.9	2.1
COc1ccccc1NC(=O)NCC(=O)Nc1c(C)cccc1C	-1.8	-4.6	-0.2	-8.6	0.0	-0.8	-2.3	-1.7	2.3	-3.3
Cc1nn(C(=O)CCC(=O)NCCc2ccccc2)c2ccccc12	-1.0	-3.2	3.7	-10.9	-3.8	-1.5	-6.7	-2.5	-3.2	-0.9
CC(C)(C)C(=O)NNC(=O)c1cnccn1	-13.0	-3.2	9.2	-3.3	-0.5	-0.6	5.1	0.8	0.0	0.1
Cc1ccc(N2CCN(S(=O)(=O)N(C)C)CC2)cc1Cl	8.1	2.1	3.8	-4.3	-2.5	5.1	-0.1	5.0	-4.0	-1.2
COc1ccc(CCNC(=O)c2cc(CC(C)C)on2)cc1OC	-14.0	1.3	-5.5	8.2	-0.8	-1.6	4.8	5.0	4.2	-2.9
CCOC(=O)n1c(=O)n(Cc2cccc(F)c2)c2ccccc21	18.0	-8.8	-1.7	18.6	-2.4	-1.4	-1.8	4.9	9.1	-9.0
CCOc1ccccc1/C=N/NC(=O)c1nnn(-c2nonc2N)c1CN1CCC(C)CC1	-16.6	2.4	13.9	-9.6	-0.2	-2.2	1.7	6.3	-7.0	4.6
CC1(C)CC(=O)CC(C)(C)N1OC(=O)c1ccco1	5.6	5.0	6.0	4.1	-1.1	-6.6	-1.1	6.1	-1.8	0.3
CCN(Cc1nc2cc(Cl)ccc2c(=O)[nH]1)C(=O)c1cccc(OCc2c(C)noc2C)c1	0.2	-4.5	-13.0	14.5	0.3	-3.0	-0.4	-4.7	-3.0	9.4
CC(C)(CN1CCc2ccccc2C1)NS(=O)(=O)c1ccc(Cl)cc1	6.5	1.0	10.8	-3.2	0.4	-0.2	-0.9	2.8	-2.8	-8.5
Cc1ccc([C@H]2C[C@H](O)[C@@H](n3cc(COC(=O)c4ccccc4)nn3)CN2CC2CCCCC2)cc1	-0.4	1.3	-81.0	-12.0	1.7	-2.9	9.7	-15.6	-22.3	2.7
CN(C(=O)COc1nnc(-c2cccs2)c(-c2cccs2)n1)c1ccccc1	1.3	1.0	-5.7	-1.0	-0.3	0.7	10.6	-3.8	0.6	0.8
Cc1c(NC(=O)C(C)Sc2nccn2C)c(=O)n(-c2ccccc2)n1C (centres undefined)	-5.3	2.8	3.7	7.6	-2.5	4.2	-3.2	5.9	-0.8	-0.2
O=C(CNC(=O)c1ccco1)NNC(=O)c1n[nH]c(=O)c2ccccc12	-2.7	1.8	3.1	2.7	0.8	-3.9	2.2	-0.6	1.4	1.5
C=CCNC(=O)c1ccccc1SCc1c(C)noc1C	-0.9	-0.4	2.2	7.3	0.1	-0.7	3.4	-0.8	2.6	-1.7
CN(C)CCCNc1ccc(S(N)(=O)=O)cc1[N+](=O)[O-]	-2.8	-5.3	-1.2	-3.0	-1.8	-4.7	7.2	2.2	0.8	2.7
COc1ccc(-n2ccnc2SCC(=O)Nc2cc(C)on2)cc1	6.5	2.5	-1.1	-8.4	-1.5	-0.7	-5.2	0.4	-1.5	-1.9
C[C@@H]1CN([C@H](C)CO)C(=O)CCCn2nncc2CO[C@H]1CN(C)Cc1ccc(O)cc1	-0.7	-4.3	-0.1	-1.2	-0.7	-2.4	1.6	-3.8	0.9	1.5
COc1ccccc1OCC(=O)Nc1ccccc1C(=O)NC1CC1	2.1	-0.2	-5.8	6.4	-1.2	4.2	-6.4	-0.5	0.7	-0.3
O=C(CSc1ncn[nH]1)NC1CCCc2ccccc21 (centres undefined)	0.0	0.8	0.6	-0.6	-3.9	-4.7	0.8	6.4	2.5	-1.8
O=C(/C=C/C(Cl)(Cl)Cl)Nc1ccc(Cl)cc1	6.5	-5.0	-24.0	1.7	0.4	-3.1	-2.2	-14.5	-18.7	2.1
COc1ccc(C(NCC(=O)Nc2c(C)cccc2C)c2ccccc2)cc1 (centres undefined)	5.6	0.5	-14.7	-0.3	-0.1	-3.2	3.6	-4.4	-16.1	-9.4
COc1cc(C(CCN2CCN(c3ccccc3)CC2)c2c(OC)cc(OC)c3c(C)cc(=O)oc23)cc(OC)c1OC (centres undefined)	2.5	1.5	-9.2	-0.1	0.1	-0.3	-1.4	-11.6	-2.1	4.9
CC1CCC(NC(=O)C2CCN(S(=O)(=O)c3cccc4nonc34)CC2)CC1 (centres undefined)	-11.7	-6.5	-7.5	10.6	-1.7	-3.8	5.7	1.9	-2.3	1.1
O=C(CNC(=O)C(c1ccccc1)c1ccccc1)N/N=C/c1ccc(O)cc1O	-0.4	4.5	4.1	11.3	0.9	-4.2	19.2	-0.7	-2.4	14.8
NCCCC[C@@H](C(=O)N1CCNCC1)n1cc([C@@H](N)CO)nn1	-7.2	-2.0	-2.3	-0.2	0.4	-0.3	1.7	1.2	1.4	0.6
Cc1cc(=O)[nH]c(SCC(=O)N2CCN(C(c3ccccc3)c3ccccc3)CC2)n1	-9.4	3.5	-6.6	5.1	0.6	-3.2	6.8	0.4	-2.2	0.7
CN(CC(=O)NCc1ccncc1)S(=O)(=O)c1ccc(Br)cc1	-14.2	-2.3	6.1	-7.2	0.4	-0.5	-1.6	-1.4	0.7	0.9
COc1ccc(S(=O)(=O)N2CCC(C(=O)Nc3nccs3)CC2)cc1	-7.1	1.1	-2.8	-9.1	0.1	-1.8	0.9	-2.0	-0.8	3.1

An excerpt from above in order of number of heavy atoms, falling:
SMILES	ARFGAP1 inhibitor	ABHD4 inh	HTRA1 inhibitor	ASAP1 GAP inh	PG9 Ab binder	SMARCA2 activ	NR1D1 modulator	GC-B act	NPR1 activator	rCAG binder
COc1cc(C(CCN2CCN(c3ccccc3)CC2)c2c(OC)cc(OC)c3c(C)cc(=O)oc23)cc(OC)c1OC (centres undefined)	2.5	1.5	-9.2	-0.1	0.1	-0.3	-1.4	-11.6	-2.1	4.9
C[C@@H]1CN([C@H](C)CO)C(=O)CCCn2nncc2CO[C@H]1CN(C)Cc1ccc(O)cc1	-0.7	-4.3	-0.1	-1.2	-0.7	-2.4	1.6	-3.8	0.9	1.5
COc1ccc(S(=O)(=O)N2CCC(C(=O)Nc3nccs3)CC2)cc1	-7.1	1.1	-2.8	-9.1	0.1	-1.8	0.9	-2.0	-0.8	3.1
O=C(CSc1ncn[nH]1)NC1CCCc2ccccc21 (centres undefined)	0.0	0.8	0.6	-0.6	-3.9	-4.7	0.8	6.4	2.5	-1.8
O=C(/C=C/C(Cl)(Cl)Cl)Nc1ccc(Cl)cc1	6.5	-5.0	-24.0	1.7	0.4	-3.1	-2.2	-14.5	-18.7	2.1

(more compounds)
SMILES	ARFGAP1 inhibitor	ABHD4 inh	HTRA1 inhibitor	ASAP1 GAP inh	PG9 Ab binder	SMARCA2 activ	NR1D1 modulator	GC-B act	NPR1 activator	rCAG binder
CC1CCN(C(=O)COC(=O)c2cccc(S(=O)(=O)N(C)c3ccccc3)c2)CC1	8.9	-5.4	-5.4	6.1	-1.5	-1.6	1.1	3.3	1.2	-0.6
O=C(O)C1CC1c1ccc(Br)cc1 (centres undefined)	-8.2	-3.1	1.7	-2.0	-0.3	0.0	-1.5	-4.7	9.2	-0.7
CCOC(=O)C1=C[C@@H](C(C)C)N(S(=O)(=O)c2ccc([N+](=O)[O-])cc2)[C@H]1c1ccccc1	0.5	-12.7	.	-1.7	-1.8	-5.8	4.1	-8.4	-8.5	2.8
COc1ccc(C(=O)COC(=O)c2cncc(Br)c2)cc1	2.3	-1.2	-1.9	3.2	1.8	-0.7	-5.6	1.7	-1.4	4.2
Cc1ccc(NC(=O)C2CC(=O)N(CCc3ccccc3)C2)cc1Cl (centres undefined)	0.3	0.1	-12.3	5.8	-1.2	1.8	-3.8	0.9	-0.1	-0.8

Not a hit list; overall some 4.4% were active at least once.
